PERK inhibitor: inhibitors of human PERK kinase; Q9NZJ5; CHO PERK-DD fusion, SEAP luminescence translation reporter; inhibition, % at 5.6 µM; 220,000 tested, 0.17% active;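 active = inhibition above the mean inhibition of all tested compounds plus 3 SD, set separately per screening campaign, cut at about 2.9% in these data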;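 also: PERK kinase domain activated by AP20187 dimerizer at 100 nM; 0% = DMSO with dimerizer and 100% = rapamycin at 8.4 µM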
Target sequence (Q9NZJ5 whole entry, looked up, the tested form may be a part): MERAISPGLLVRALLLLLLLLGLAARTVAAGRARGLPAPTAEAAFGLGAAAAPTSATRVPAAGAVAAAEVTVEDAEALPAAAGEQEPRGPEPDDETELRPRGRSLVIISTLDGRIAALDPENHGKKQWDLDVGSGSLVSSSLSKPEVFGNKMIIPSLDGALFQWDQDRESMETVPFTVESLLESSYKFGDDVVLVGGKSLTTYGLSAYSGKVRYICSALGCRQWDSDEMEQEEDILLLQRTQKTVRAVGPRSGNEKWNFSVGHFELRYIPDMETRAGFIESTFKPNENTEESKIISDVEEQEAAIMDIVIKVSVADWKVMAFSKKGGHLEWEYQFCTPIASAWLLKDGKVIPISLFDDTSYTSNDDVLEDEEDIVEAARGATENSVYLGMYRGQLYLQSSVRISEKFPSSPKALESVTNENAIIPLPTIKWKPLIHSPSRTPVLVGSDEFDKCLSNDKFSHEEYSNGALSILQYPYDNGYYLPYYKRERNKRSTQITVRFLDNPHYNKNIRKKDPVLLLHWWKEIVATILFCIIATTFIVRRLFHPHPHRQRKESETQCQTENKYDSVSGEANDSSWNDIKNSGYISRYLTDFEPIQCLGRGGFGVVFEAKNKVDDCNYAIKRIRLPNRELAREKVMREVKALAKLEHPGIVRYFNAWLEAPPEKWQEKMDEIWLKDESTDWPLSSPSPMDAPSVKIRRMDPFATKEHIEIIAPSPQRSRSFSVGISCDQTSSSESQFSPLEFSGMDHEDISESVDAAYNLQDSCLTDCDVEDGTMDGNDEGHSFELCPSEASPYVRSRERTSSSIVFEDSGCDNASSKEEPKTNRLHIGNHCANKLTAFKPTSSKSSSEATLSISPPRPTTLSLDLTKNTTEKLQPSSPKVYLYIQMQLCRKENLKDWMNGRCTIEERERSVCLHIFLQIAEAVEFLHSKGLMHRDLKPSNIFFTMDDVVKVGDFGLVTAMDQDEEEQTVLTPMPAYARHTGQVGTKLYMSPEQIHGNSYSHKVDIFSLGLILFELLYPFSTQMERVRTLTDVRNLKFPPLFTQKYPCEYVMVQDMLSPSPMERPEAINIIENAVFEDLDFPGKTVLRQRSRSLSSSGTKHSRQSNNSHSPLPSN
Calpain2 inh: blocks pig calpain II enzyme activity. AID 1236. inhibition, % at 16 µM. purified calpain II, fluorogenic peptide substrate, 30 min. 220,000 tested, 0.37% active;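 active = inhibition above about 50%, limit read from the data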
S1P4 agonist: activates the human S1P4 receptor; S1P4-expressing cell line, agonist reporter assay; O95977; activation, % at 4.98 µM; 220,000 tested, 0.35% active; in the data active = activation above about 11%;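 also: 0% = DMSO vehicle and 100% = reference agonist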
TRPML3 agonist: human mucolipin-3 channel agonism | HEK293 TRPML3-YFP, Fluo-8 calcium fluorescence; 100% = the carbachol control signal | 220,000 tested, 0.29% active | activation, % at 3 µM | AID 1448;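 active = activation above its plate's cutoff, the mean activation of the plate's test wells plus 3 SD, cut at about 12% in these data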;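 also: 0% = DMSO only wells and 100% = carbachol wells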
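Test system: HEK293 cells stably carrying human TRPML3-YFP; Doses: single dose, 3 µM final nominal compound, 0.3% DMSO final; Schedule: dye loading 1 h 37 °C then 30 min ambient, 125 s read; Technique: Fluo-8 calcium fluorescence; Benchmarks: high control carbachol 87 µM, low control DMSO.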
BaF3 parental: counter-screen for JAK2V617F inhibitors: parental Ba/F3 viability inhibitors; 220,000 tested, 1.1% active; inhibition, % at 5.6 µM; CellTiter-Glo ATP luminescence; AID 1486;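 active = inhibition above a per-campaign cutoff, the mean inhibition of all tested compounds plus 3 SD, cut at about 27% in these data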;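 also: 0% = DMSO wells and 100% = JAK Inhibitor I control wells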
S1P4 antagonist: blocks the human S1P4 receptor; O95977; S1P4-expressing cells, antagonist mode, reporter read-out; inhibition, % at 4.98 µM; 220,000 tested, 0.26% active; in the data active = inhibition above about 29%;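 also: 0% = wells stimulated with agonist and 100% = vehicle wells without agonist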
TRPN1 ag: activates the zebrafish TRPN1 channel; HEK293 zebrafish TRPN1-YFP, Fluo-8 calcium fluorescence; 100% = response to 87 µM carbachol; activation, % at 3 µM; 220,000 tested, 0.18% active;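 active = activation above its plate's cutoff, the mean activation of test wells on that plate plus 3 SD, cut at about 19% in these data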;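 also: 0% = DMSO alone and 100% = 87 µM carbachol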
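Material: zebrafish TRPN1-YFP in HEK293 cells; Doses: single test compound dose, 3 µM nominal, 0.3% DMSO; Timing: dye loading 1 h at 37 °C, then 30 min room temperature; Technique: intracellular calcium fluorescence with Fluo-8; Benchmarks: high carbachol 87 µM, low DMSO alone.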
EP2 modulator: modulators of human EP2 prostaglandin E2 receptor; induction, % at 25 µM; 260,000 tested, 0.83% active; EP2-expressing cells, cAMP HTRF FRET, PGE2 co-stimulation; P43116;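 active = compounds whose cAMP rise, as percent of the full-agonist control response, exceeds 60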;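 also: rat C6 glioma line stably carrying human EP2 under a CMV promoter; the protocol text gives 20 µM as final concentration; 100% = response of wells given 1 µM PGE2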
Ba/F3 V617F tox: lowers viability of Ba/F3 cells expressing EpoR and JAK2V617F; ATP luminescence; inhibition, % at 5.6 µM; 220,000 tested, 1.1% active; AID 1446;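 active = inhibition above the campaign mean plus 3 SD over all tested compounds, cut at about 24% in these data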;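 also: cytokine-independent growth of Ba/F3 cells driven by EpoR plus mutant JAK2; 0% = DMSO-treated cells and 100% = JAK inhibitor I control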
* hit, by the source's call; i = inactive; & = joins results of further samples.

structure	PERK inhibitor	TRPML3 agonist	BaF3 parental	EP2 modulator	TRPN1 ag	S1P4 antagonist	S1P4 agonist	Ba/F3 V617F tox	Calpain2 inh
Cc1cccn2c(CNCCSc3nccn3C)c(C(=O)N3CCCCC3)nc12	-0.7	-0.4	1	12	-0.2	-14	-0.2	-3	-1
C=CCn1c(SCc2ccccc2)nc2scc(-c3ccc(C)o3)c2c1=O	0.8	0.9	5	19	-1.3	-4	-0.2	1	9
CCCn1c(N2CCN(C(=O)Nc3ccc(Cl)cc3)CC2)nc2ccccc21	0.4	-0.1	7	6	-0.4	-10	-1.0	2	20
COc1ccc(NC(=O)c2nn(C34CC5CC(CC(C5)C3)C4)cc2[N+](=O)[O-])cc1	-0.4	-0.1	2	-8	-1.4	-18	1.3	-5	4
COc1ccc(Br)cc1CN(C)CC(=O)Nc1cc(Cl)cc(Cl)c1	-0.7	0.6	6	2	0.9	-6	0.7	0	14
O=C(COC(=O)C1CCN(S(=O)(=O)c2cccs2)CC1)c1ccccc1	-0.1	1.1	5	-1	1.4	-1	-1.0	2	5
Fc1cccc(Cc2noc(CN3CCOCC3)n2)c1	1.3	1.0	6	10	0.4	-21	-0.1	-1	-16
O=C(/C=C/c1ccc(O)cc1)c1ccc(NC2=C(N3CCCCC3)C(=O)c3ccccc3C2=O)cc1	-0.9	-0.4	2	-13	-0.1	3	0.8	2	-51
CCOc1ccccc1/C=C(\NC(=O)c1ccccc1)C(=O)NCCC(=O)O	2.0	0.6	4	3	0.7	-27	1.4	-2	0
CC(=O)N1C(c2ccccc2O)C[C@]2(C)CC(=O)NC12 (stereo not given in full)	0.7	0.8	5	10	-0.9	-3	-1.3	2	7
COc1ccc(C=O)cc1COc1ccc(C)cc1[N+](=O)[O-]	0.5	0.0	-2	10	-1.8	0	-0.8	1	-46
CC(C)COc1cccc(C(=O)NC(=S)NCc2cccnc2)c1	0.1	-0.8	8	-1	-2.5	-14	-0.8	0	28
Cc1ccc(S(=O)(=O)N2CCC(=O)N(CCOCc3ccc(F)cc3)CC2)cc1	-0.7	1.1	-2	18	-1.7	7	-0.1	-4	8
CCC1(C)Cc2c(sc3nc4n(c(=O)c23)CCS4)CO1 (stereo not given)	-0.4	-0.2	2	37	-1.7	-3	1.4	-3	7
COc1ccc(N2CCN(C(=O)CN(C)S(=O)(=O)c3cc(C)ccc3OC)CC2)cc1	-0.5	0.1	3	-7&-26	-1.0	9	1.3	-3	15
CCOC(=O)N1CCC(n2c(=S)[nH]c3ccccc3c2=O)CC1	-0.6	0.7	1	-24	0.5	3	-0.5	3	1
CC(C)CC(=O)N1CCN(C(=O)CCC2CCCC2)CC1	0.0	0.2	7	-38	0.4	-7	0.5	0	19
Cn1c(N)c(C(=O)COC(=O)c2ccc3c(c2)C(=O)N(c2ccc(Cl)cc2)C3=O)c(=O)n(C)c1=O	0.7	0.8	1	-12	0.3	0	0.0	0	-35
CCCn1c2ccc(F)cc2c2nnc(NN)nc21	0.1	-0.4	-1	-16	-1.9	-4	0.6	-5	40
CCN=c1sc(C(=O)Nc2ccccc2)c(C)n1CC	0.0	1.3	4	11	0.7	-3	-1.4	0	-10
Cc1onc(-c2ccccc2)c1C(=O)OCC(=O)Nc1cc(S(=O)(=O)N2CCOCC2)ccc1Cl	-0.1	0.0	1	-6	0.3	-9	1.3	2	7
CC1Cc2ccccc2N1C(=O)c1ccc(N2CCCC2)c([N+](=O)[O-])c1 (stereo not given)	-0.1	-0.3	5	5	1.1	-13	2.4	1	33
CC(C)(C)NC(=O)c1cccc(NC(=O)Cc2cccs2)c1	-0.1	0.8	10	-25	0.1	-24	0.0	-1	-9
CC(Sc1ncc(C(F)(F)F)cc1Cl)C(=O)NC(N)=O (stereo not given)	0.9	0.5	3	11	-1.1	1	-1.7	39*	2
CCn1c(CNC(=O)COc2ccc(C(C)C)cc2)nnc1SCC(=O)Nc1ccccc1C(C)C	-0.3	0.4	1	-52	3.2	-11	0.2	-1	-11
COc1cc(C(=O)Nc2nnc(-c3sccc3C)s2)cc(OC)c1OC	0.7	0.7	5	-8	0.0	0	-0.5	0	-106
C#CCSc1nnc(-c2sc(-c3ccccc3)nc2C)n1C	-0.1	0.1	5	2	-0.2	-19	-1.9	-3	-208
C=CCc1c(C)nc2c(OC)cccc2c1Cl	0.3	0.1	7	-32	-1.2	-16	0.1	4	-10
CCN1/C(=C2\C(=O)N(c3ccccc3)N=C2C)C=Cc2cc(C)ccc21	-1.4	0.2	2	25	1.5	-5	0.5	1	-5
CCn1c(=O)c(=O)[nH]c2cc(C(=O)NC3CC3)ccc21	0.5	0.9	7	6	0.1	-13	0.0	2	5

Shown with two lines to a compound: part of the list above
Every second line gives: PERK inhibitor | TRPML3 agonist | BaF3 parental | EP2 modulator | TRPN1 ag | S1P4 antagonist | S1P4 agonist | Ba/F3 V617F tox | Calpain2 inh
CCOc1ccccc1/C=C(\NC(=O)c1ccccc1)C(=O)NCCC(=O)O
 : 2.0 | 0.6 | 4 | 3 | 0.7 | -27 | 1.4 | -2 | 0
CC(=O)N1C(c2ccccc2O)C[C@]2(C)CC(=O)NC12 (stereo not given in full)
 : 0.7 | 0.8 | 5 | 10 | -0.9 | -3 | -1.3 | 2 | 7

Later entries:
structure	PERK inhibitor	TRPML3 agonist	BaF3 parental	EP2 modulator	TRPN1 ag	S1P4 antagonist	S1P4 agonist	Ba/F3 V617F tox	Calpain2 inh
COc1cc(NC(=O)CN2CCC(C(N)=O)(N3CCCCC3)CC2)c(OC)cc1Cl	2.2	0.5	2	-17	0.4	1	-0.2	0	23
CC1=C(C(=O)OC(C)C)C(c2c(O)ccc3ccccc23)NC(=O)N1 (stereo not given)	0.1	-0.2	15	5	0.8	-13	-1.5	3	-15
Cc1cc(C)c(S(=O)(=O)NCC(=O)O)cc1C	0.3	0.7	5	10	-0.2	2	-0.1	1	-4
Cc1cc(/C=N/NC(=O)c2ccc(O)cc2)c(C)n1C1CC1	-0.1	0.7	1	-26	0.2	1	0.4	2	-75
COc1ccc2c(-c3ccccc3)cc(SCC(=O)NC(N)=O)nc2c1	0.3	0.4	-3	20	0.0	-25	1.3	-4	3
CCC(CC)NC(=O)Cc1ccc(S(=O)(=O)N2CCOCC2)s1	0.0	0.3	5	2	0.6	-2	-1.6	5	-26
COc1cccc(/C=N/Nc2nc3ccccc3[nH]2)c1O	-0.5	0.2	21	-24	1.5	2	0.3	77*	-3
FC(F)(F)c1cc(C(F)(F)F)c2ccc(N3CCN(c4ncccn4)CC3)nc2n1	0.0	-0.1	1	3	0.4	0	1.6	3	-75
O=C1c2cccnc2C(Nc2ccc(F)c(Cl)c2)N1Cc1cccs1 (stereo not given)	-0.5	0.8	8	-18	4.3	1	-1.2	5	35
CCC(=O)Nc1ccc(S(=O)(=O)Nc2cccc(C)c2)cc1OC	-0.8	0.2	9	7	1.9	1	-0.4	1	-13
COc1ccc(NC(=O)CSc2nc3ccccc3c(=O)n2CCNC(C)=O)cc1	0.5	0.4	3	-14	0.1	0	-0.8	0	-14
Cc1ccc(NC(=O)CO/N=C(\N)c2nonc2N)cc1	1.7	0.5	-2	-3	1.5	3	-2.8	2	13
O=C(Nc1ccc(Cl)cc1)c1ccc(OC2CSC2)cc1	0.9	0.6	1	-17	-0.2	9	-0.7	1	50
N#Cc1cccc(-c2cn(S(=O)(=O)c3ccc(Cl)cc3)nc2N)c1	-0.9	-0.2	5	-20	0.6	-34	0.4	9	1
O=C(N/N=C/c1ccc[nH]1)c1sc2ccccc2c1Cl	-0.4	1.0	7	-29	0.3	-3	-1.7	3	33
COCCNC(=O)COc1cccc(Oc2ccccc2)c1	0.3	-0.1	1	45	-0.4	-5	-1.0	1	-11
O=C1NC2(Nc3ccccc31)C(=O)Nc1ccccc12 (stereo not given)	1.4	1.2	6	16	-0.7	12	-0.2	3	-194
CN(Cc1ccccc1)C(=O)C1CCCN(Cc2ccc(Cl)cc2)C1 (stereo not given)	-0.3	1.1	7	-18	2.5	-16	0.5	0	15
O=C(COC(=O)c1cccc(C(F)(F)F)c1)NCc1ccccc1	0.9	-0.1	2	11	1.1	-1	23*	5	-4
CC1=CC(C)(C)Nc2ccc(OC(=O)CN3C(=O)CCC3=O)cc21	-0.3	1.2	4	2	3.4	-19	0.8	4	-441
O=C(Oc1ccc2c(-c3ccccc3)cc(=O)oc2c1)C1CCCCC1	-0.4	0.0	-2	9	-0.4	-5	2.2	2	56*
CCc1cc2c(=O)c(-n3cnc4ccccc43)coc2cc1O	1.2	0.5	7	-2	1.0	-4	-0.1	-1	i
Clc1ccccc1-c1ccc(/C=N/n2cnnc2)o1	0.2	0.1	1	-8	-0.9	-11	2.2	-2	-42
Cc1ccc(-n2c(-c3ccco3)nc3nc4ccccc4nc32)cc1F	1.0	0.7	2	0	-1.6	2	0.5	0	i
O=C(C1=C[C@@H](c2csc3ccccc23)C[C@@H](OCc2ccc(CO)cc2)O1)N1CCN(Cc2ccccc2)CC1	0.8	0.7	-2	-16	1.1	3	-0.1	-1	-24
CCn1c(SCC(=O)N/N=C/C(C)=C\c2ccco2)nnc1-c1ccccc1	-0.2	0.3	-3	-8	-0.8	-15	-1.2	-4	-44
CCCCN(CCCC)CC1OCc2ccccc2CO1	0.1	-0.2	4	18	1.2	7	-3.8	4	4
NC(=S)N/N=C/c1coc2cc(Br)ccc2c1=O	0.1	0.5	1	-27	-0.9	-7	1.5	1	10
Cc1ccc(-c2cnn(-c3cccc([N+](=O)[O-])c3)c2N)cc1	1.6	0.6	7	-9	1.0	-13	0.4	-3	8
COc1ccc(S(=O)(=O)N2CCC(CN3C(=O)c4cccc5cccc(c45)C3=O)CC2)cc1	-0.5	1.4	4	5	1.7	-12	-1.2	1	-230
COc1ccccc1NC(=O)c1c([N+](=O)[O-])c(C(C)(C)C)nn1C	-1.2	-0.2	1	13	0.5	-2	0.3	-2	-5
Cc1ccc(SCC(=O)Nc2ccc(S(N)(=O)=O)cc2)cc1	0.8	-0.1	6	-9	-0.1	-6	0.0	3	-13
CC(=O)Nc1sc2c(c1C(N)=O)CCC2	0.6	-0.2	3	15	-0.2	-27	-1.4	-2	-20
CCCCn1nnnc1SCC(=O)c1ccccc1F	-0.6	0.4	9	3	0.5	-7	1.8	2	-3
CCCOc1ccc(N2C(=O)CC(SCc3nc4ccccc4[nH]3)C2=O)cc1 (stereo not given)	0.3	-0.5	16	-33	-0.8	18	-2.1	3	26
CC(C)NC(=S)N/N=C/c1ccc(N2CCOCC2)cc1	0.3	0.0	8	-3	1.5	-9	-0.9	6	-246
N=c1c2c(n(Cc3ccccc3)c3c1CCC3)CCC2	0.8	0.0	60*	10	0.1	-15	0.9	62*	4
CCOc1ccccc1N1CCN(C(=O)Nc2ccc(Cl)c(Cl)c2)CC1	1.2	1.1	6	-1	1.3	-1	-2.0	0	19
CN(C)CCn1c(=O)n(-c2cccc(Cl)c2)c(=O)c2c3c(sc21)CCCCC3	0.3	1.4	2	-12	0.1	-34	0.2	2	-3
CCN(CC)S(=O)(=O)c1ccc(N2CCOCC2)c(NS(=O)(=O)c2ccc(C(C)C)cc2)c1	-0.6	0.7	4	-3	-0.1	-11	2.4	1	8
CC(=O)Nc1ccccc1-c1nnc(SCc2ccccc2Cl)[nH]c1=O	0.4	0.8	1	13	-0.7	-8	1.8	-4	-9

Compound activity (PubChem BioAssay)
